# ARFGAP1 inh = inhibitors of rat ARFGAP1; Arfgap1-stimulated ARF1 GTP hydrolysis, GDP FP detection; inhibition, % at 16.5 µM; AID 651572; 360,000 tested, 0.26% active;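 active means inhibition above a per-plate limit, mean inhibition of low control wells plus 3 SD, cut at about 25% in these data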;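 further: 0% = DMSO wells with enzyme and 100% = wells lacking Arfgap1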
#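 material = rat Arfgap1 catalytic domain, aa 1-136 | also added = human ARF1(Δ1-17)-GTP substrate | compound dosing = one concentration, 16.5 µM, DMSO 1.26% | times = GTP hydrolysis reaction 2 h at 25 °C | measured by = FP, GDP Alexa 633 tracer displaced from anti-GDP antibody, 620/688 nm | evaluation = percent inhibition of Arfgap1-stimulated GTP hydrolysis | replication = single well per compound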
# PLCg1 inh = PLC-gamma1 (human) inhibition, primary screen | P19174 | purified PLC-gamma1, fluorogenic substrate, fluorescence | inhibition, % at 12.2 µM | 370,000 tested, 0.84% active | AID 720700; in the data active means inhibition above about 9.5%
# DDE Tn6 FP inh = disrupts Tn6 cyclic peptide binding to fibrin D-Dimer-E complex | inhibition, % at 8.3 µM | 370,000 tested, 0.21% active | P02675 | Fibrin DD(E) TRITC-Tn6 fluorescence polarization displacement;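 active means inhibition above a per-campaign cutoff: mean of compounds within control limits plus 3 SD, cut at about 15% in these data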;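 further: 0% = median of all compound wells on the plate and 100% = blocking peptide control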
# UHRF1 MBD2 ctr = UHRF1 methyl-DNA binding inhibition. Q96T88. UHRF1 binding to methylated oligo, TR-FRET. inhibition, % at 4.4 µM. 370,000 tested, 0.75% active. AID 687016; in the data active means inhibition above about 21%;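 further: UHRF1 SRA domain binding a hemimethylated CpG hairpin DNA probe; 0% = median of test compound wells and 100% = reference inhibitor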
# DDE Tn7 FP inh = inhibitors of Tn7 peptide binding to human fibrin DD(E); P02675; FP displacement of FITC-Tn7 peptide from fibrin DD(E); 0% = median of compound wells per plate; inhibition, % at 8.3 µM; 370,000 tested, 0.13% active; AID 720508;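 active means inhibition above the mean of compounds falling within the control limits plus 3 SD of them, cut at about 14% in these data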;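 further: 0% = plate median of compound wells and 100% = 10 µM Aha-Tn7 peptide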
#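 Assay system: Human fibrin DD(E) protein | Medium: Tris buffer with calcium and detergent, pH 7.8 | Reagent: 0.1 µM fluorescent Tn7 | Compound dosing: Single point at 8.3 µM | Times: 10 min preincubation, 3 h with tracer, room temperature | Detection: Fluorescence polarization of the labelled Tn7 tracer | Controls: Aha-Tn7 high control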
# ASAP1 GAP inh = blocks human ASAP1-stimulated Arf1 GTP hydrolysis; GDP FP detection; inhibition, % at 16.5 µM; 360,000 tested, 0.19% active; in the data active means inhibition above about 25%;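 further: 0% = vehicle with enzyme and substrate and 100% = no enzyme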
# PLCb3 inh = inhibitors of human phospholipase C beta3. Q01970. inhibition, % at 12.2 µM. Purified PLC-beta3, fluorogenic substrate, fluorescence. 370,000 tested, 0.18% active. AID 720704; in the data active means inhibition above about 11%;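 further: 0% = median of compound wells on plate and 100% = full blocker control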
# NR1D1 modulator = modulates human Rev-erb alpha binding to DNA. P20393. Rev-erbα–FITC-DNA binding, fluorescence polarization, 90 min. activity, % at 10 µM. 370,000 tested, 0.79% active;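 active means activity above about 14%, limit read from the data; passing the limit was not always enough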;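 further: 0% = DMSO wells with 35 nM protein and 100% = DMSO wells with 750 nM protein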
# Target sequence (P20393 whole entry, looked up): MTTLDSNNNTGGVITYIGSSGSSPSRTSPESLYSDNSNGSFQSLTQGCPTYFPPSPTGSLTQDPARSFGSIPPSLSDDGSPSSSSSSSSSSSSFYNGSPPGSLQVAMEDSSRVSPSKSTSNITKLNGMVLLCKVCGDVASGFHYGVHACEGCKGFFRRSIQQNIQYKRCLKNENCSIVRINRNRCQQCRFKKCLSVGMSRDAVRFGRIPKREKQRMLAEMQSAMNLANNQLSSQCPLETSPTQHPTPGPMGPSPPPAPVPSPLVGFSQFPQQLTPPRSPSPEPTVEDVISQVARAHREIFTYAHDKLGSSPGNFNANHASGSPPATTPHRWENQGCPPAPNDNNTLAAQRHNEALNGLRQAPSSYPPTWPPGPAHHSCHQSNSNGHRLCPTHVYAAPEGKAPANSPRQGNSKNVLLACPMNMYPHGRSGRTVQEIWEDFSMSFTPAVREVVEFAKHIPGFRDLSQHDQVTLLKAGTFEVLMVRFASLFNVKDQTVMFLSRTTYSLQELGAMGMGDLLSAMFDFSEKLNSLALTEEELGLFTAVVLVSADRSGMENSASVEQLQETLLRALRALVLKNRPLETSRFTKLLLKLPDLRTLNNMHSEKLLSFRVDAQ
# KLK7 zymogen act = proKLK7 (human) activation, primary screen; P49862; purified proKLK7, EDANS-DABCYL substrate fluorescence; 100% is mature enzyme control, 0% vehicle; activation, % at 7 µM; 370,000 tested, 0.9% active;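 active means activation above the mean of all tested compounds plus 3 SD, computed per campaign excluding outliers beyond control limits, cut at about 13% in these data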
# sPLA2-III inh = Blocks human group III sPLA2 activity; Q9NZ20; QFRET BODIPY PC-A2 liposome hydrolysis, fluorescence; inhibition, % at 12.2 µM; 370,000 tested, 0.56% active;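 active means inhibition above mean plus 3 SD of compounds lying within the high and low control bounds, cut at about 19% in these data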;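 further: 0% = median of test compound wells and 100% = no enzyme DMSO wells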
# Target sequence (Q9NZ20 whole entry, looked up): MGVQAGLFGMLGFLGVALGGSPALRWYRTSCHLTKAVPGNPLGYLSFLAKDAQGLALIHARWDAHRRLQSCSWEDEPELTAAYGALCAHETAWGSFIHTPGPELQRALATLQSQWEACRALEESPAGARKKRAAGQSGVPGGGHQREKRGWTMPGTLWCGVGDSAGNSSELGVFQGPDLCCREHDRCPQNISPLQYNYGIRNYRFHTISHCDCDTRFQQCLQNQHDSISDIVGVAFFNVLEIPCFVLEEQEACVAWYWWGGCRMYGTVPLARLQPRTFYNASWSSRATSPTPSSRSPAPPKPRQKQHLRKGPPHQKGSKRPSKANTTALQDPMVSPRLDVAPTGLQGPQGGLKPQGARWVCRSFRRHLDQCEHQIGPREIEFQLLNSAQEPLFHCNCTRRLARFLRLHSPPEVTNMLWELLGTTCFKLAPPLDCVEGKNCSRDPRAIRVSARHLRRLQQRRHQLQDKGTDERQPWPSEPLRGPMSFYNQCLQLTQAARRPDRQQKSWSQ
# * hit, by the source's call; i = inactive; . = not tested or not shown; & = joins results of further samples.
# The opening three entries, to show the layout:
SMILES,ARFGAP1 inh,PLCg1 inh,DDE Tn6 FP inh,UHRF1 MBD2 ctr,DDE Tn7 FP inh,ASAP1 GAP inh,PLCb3 inh,NR1D1 modulator,KLK7 zymogen act,sPLA2-III inh
C=CCOc1ccc(/C=C/C(=O)OCC(=O)Nc2c(C)n(C)n(-c3ccccc3)c2=O)cc1,-4,-4,-2,-1,0,-4,2,4,0.4,-4
CC(C)c1nc(SCC(=O)N2CCc3ccccc32)n[nH]1,-10,1,-3,0,3,-5,-3,7,0.1,-3
CC1CCCCC1NC(=O)COC(=O)CN1C(=O)c2ccccc2C1=O (stereo unspecified),-15,0,6,1,-2,5,0,-3,0.7,2

# All compounds of this part, from the first entry:
SMILES,ARFGAP1 inh,PLCg1 inh,DDE Tn6 FP inh,UHRF1 MBD2 ctr,DDE Tn7 FP inh,ASAP1 GAP inh,PLCb3 inh,NR1D1 modulator,KLK7 zymogen act,sPLA2-III inh
C=CCOc1ccc(/C=C/C(=O)OCC(=O)Nc2c(C)n(C)n(-c3ccccc3)c2=O)cc1,-4,-4,-2,-1,0,-4,2,4,0.4,-4
CC(C)c1nc(SCC(=O)N2CCc3ccccc32)n[nH]1,-10,1,-3,0,3,-5,-3,7,0.1,-3
CC1CCCCC1NC(=O)COC(=O)CN1C(=O)c2ccccc2C1=O (stereo unspecified),-15,0,6,1,-2,5,0,-3,0.7,2
COc1cccc(OC)c1OCCCCN1CCC(Cc2ccccc2)CC1,-8,2,8,0,3,-1,-9,2,-0.4,-4
Cc1nc(-c2ccccc2)sc1C(=O)NN,-2,-14,2,-2,4,-12,-19,-2,-1.7,-1
O=C(Nc1ccc(N2CCN(C(=O)c3ccccc3)CC2)cc1)c1cc([N+](=O)[O-])ccc1N1CCOCC1,3,2,-8,0,2,7,-8,-1,0.0,3
Cc1cc(NC(=O)COc2ccc3c(C)c(C)c(=O)oc3c2)no1,11,-11,-5,1,-6,-7,-14,-1,0.9,10
COc1ccc(NC(=O)CSc2nnc(-c3ccccc3)n2Cc2ccco2)c(OC)c1,-1,5,1,4,-4,1,11*,11,-0.5,-10
COC(=O)c1cc(COc2ccc3oc(C)c(C(=O)OC)c3c2)c(C)o1,4,-2,10,0,-2,-8,-3,3,-0.2,-17
Cc1ccc(S(=O)(=O)NC2CC(=O)N(c3ccc4c(c3)OCCO4)C2)cc1 (stereo unspecified),-16,0,-3,2,-7,-16,1,-4,0.1,-3
NS(=O)(=O)c1ccc(S(=O)(=O)N(Cc2ccccc2F)CC2CCCO2)cc1 (stereo unspecified),-3,3,0,1,7,-4,2,-6,0.2,-6
COc1ccc(C2/C(=C(\O)c3cccc(OC)c3)C(=O)C(=O)N2c2ccccn2)cc1 (stereo unspecified),9,-4,1,3,-1,7,-4,-1,-0.5,-3
COc1ccc(/C=N/NC(=O)C2c3ccccc3Oc3ccccc32)c(OC)c1,15,5,-2,1,-6,0,3,1,0.2,9
Cc1ccc(OCC(=O)NCCS(=O)(=O)N2CCN(c3ccccc3)CC2)cc1,-11,-1,12,1,6,-6,-9,-9,-0.5,-9
CCNS(=O)(=O)c1ccc(NC(=O)c2cncc(Br)c2)cc1,-4,1,5,1,7,-12,2,-1,-0.2,0
CCOc1ccc(C(CC(=O)O)NC(=O)C(c2ccccc2)c2ccccc2)cc1OC (stereo unspecified),1,-2,-5,1,-2,-3,-2,4,-0.1,-2
Cc1ccc(S(=O)(=O)C2C(=O)N(C)C3(C)CC2c2ccccc2O3)cc1C (stereo unspecified),-1,7,3,1,-2,8,4,-2,-0.3,4
COC(=O)Cn1c2ccc(F)cc2c2nc(C)sc21,9,1,5,-2,4,3,1,1,0.1,2
CCn1ncc(Br)c1C(=O)Nc1cc([N+](=O)[O-])ccc1C,7,0,4,4,4,-6,-1,-4,-0.1,10
O=S(=O)(NCc1ccco1)c1ccc(S(=O)(=O)N2CCCC2)cc1,-7,0,-1,3,2,6,-2,4,-0.1,-2
O=C(NCc1ccccn1)/C(=N/O)c1ccccc1,1,1,1,-3,1,4,4,1,0.7,0
O=C(COC(=O)c1ccc2[nH]c3c(c2c1)CCCC3)Nc1ccccc1,6,-37,-4,4,-7,8,-45,5,3.2,-49
O=C(Cc1cccc2ccccc12)NCCC1=CCCCC1,-8,4,3,6,11,3,-1,1,-0.3,5
O=C(c1cccs1)N1CCC(c2nc3c(nnn3Cc3c(Cl)cccc3Cl)c(=O)[nH]2)CC1,15,3,-2,2,-2,6,-8,5,0.3,9
COc1ccccc1S(=O)(=O)Cc1ccc(C(=O)N2CCN(c3cccc(Cl)c3)CC2)o1,10,0,5,5,0,15,0,4,0.8,-17
Cc1ccccc1N=CC1=C(O)c2ccccc2C1=O,-15,0,0,-6,4,7,-12,-4,0.4,3
CCOc1ccccc1C(=O)Nc1ccc(S(=O)(=O)N2CCOCC2)cc1,5,3,-15,0,-3,6,2,5,0.1,-6
CC(C)NC(=O)NC(=O)COC(=O)c1cc[n+]([O-])cc1,-1,-1,6,-4,-1,9,-5,-6,-0.9,-3
COc1ccc(CN=C2NN=C(c3ccc(Cl)cc3)CS2)cc1,-16,-3,3,-1,1,8,-4,1,0.1,2
O=C1CC(=O)N(c2cccc(F)c2)N1,11,0,7,2,2,20,2,-2,-0.3,-4
COc1ccc(N2CCN(Cc3nc(N)nc(Nc4ccccc4OC)n3)CC2)cc1,-5,3,1,3,11,-13,0,0,-0.1,1
CCCCCCCC(=O)Nc1cc(C(=O)NCc2ccc(C)cc2)ccc1N1CCC2(CC1)CC(c1cccc(Br)c1)=NO2,0,2,-1,0,0,-14,4,-3,-0.2,4
OC(c1ccccc1)(c1nc(-c2ccc(F)c(Cl)c2)cs1)C(F)(F)F (stereo unspecified),14,8,-1,-1,5,2,2,7,0.6,-18
O=C(OCC#CCSc1nnc(-c2ccco2)o1)c1ccc(F)cc1,.,-1,0,-4,8,.,-1,1,.,1
COC(=O)c1[nH]c2ccccc2c1NC(=O)c1ccccc1[N+](=O)[O-],-6,4,-9,-3,2,-6,3,0,-0.2,3
CC1CCCN(C(=O)CSc2nnc(-c3ccc(O)cc3)o2)C1 (stereo unspecified),2,-1,-6,1,4,-1,-7,5,0.3,-3
O=C(c1ccc2ccccc2c1)N1CCN(c2ccccn2)CC1,7,3,5,-1,-5,-5,-1,0,-0.3,-2
NC(=NCCCCCCN=C(N)/N=C(\N)Nc1ccc(Cl)cc1)/N=C(\N)Nc1ccc(Cl)cc1,-9&8&8,7&6&4,-1&-9&-4,-1&0&-1,2&-2&3,3&3&9,3&9&6,-3&-1&2&-2,0.1&0.0&0.2,-9&-1&-4
O=C1C(NS(=O)(=O)c2cccs2)=C(N2CCN(c3cccc(Cl)c3)CC2)C(=O)c2ccccc21,6,4,6,-9,0,4,-1,16,0.8,13
CCn1c(C(=O)O)c(CC(=O)Nc2ccc(Br)cc2C)c2ccccc21,5,3,-7,1,-6,0,-1,5,0.0,-4
O=C(CNc1cccc(S(=O)(=O)N2CCCCC2)c1)Nc1ccc(C(F)(F)F)cc1,-1,7,1,2,-2,-9,11,7,0.4,-23
COc1ccc(C2CC=C(C(C)=O)CN2S(=O)(=O)c2ccccc2)cc1 (stereo unspecified),19,-5,1,2,-9,7,-15,3,-0.2,4
O=C(NC1=NCCS1)c1ccc(-c2ccc(Cl)cc2)o1,17,-178,5,-3,-2,7,-246,0,-0.2,-7
CN1CC(c2ccccc2)C(c2ccc(Cl)cc2)=N1 (stereo unspecified),-6,-5,-4,7,1,-1,-3,0,0.8,9
CCOC(=O)c1cc(-c2ccccc2)n(CC(=O)Nc2ccc(OC)c(OC)c2)c1C,6,1,1,-1,7,7,-1,3,0.0,-17
CC(C)c1nc2oc3c(NCc4ccccn4)ncnc3c2c2c1COC(C)(C)C2,0,2,-7,6,3,-4,-5,-3,-0.3,16
CSc1ccc(CCNC(=O)C2CCCN(c3nn4c(=O)cc(C)nc4s3)C2)cc1 (stereo unspecified),0,1,-1,0,-3,0,-9,0,0.5,3
COc1ccc2cc(CCNC(=O)c3cc4ccccc4o3)c(=O)[nH]c2c1,7,-3,3,3,2,-3,-10,-1,0.8,-9
C=CCCC(=O)Nc1nc(C)c(-c2csc(Nc3cc(OC)ccc3OC)n2)s1,3,-8,-5,2,-8,-1,-22,-3,-0.2,6
CC1CC(=O)C2=C(C1)Nc1nc3ccccc3n1C2c1cccnc1 (stereo unspecified),7,i,-8,0,-3,-1,i,-3,76*,4
Cc1cccc(N2CCN(c3nc4ccc(Cl)cc4n4cnnc34)CC2)c1C,2,-2,-5,-2,0,15,-3,7,-0.6,0
CC(C)[C@@H](N)C(=O)N/N=C/c1ccc2nccnc2c1,-2,-3,-7,-2,-5,-10,-5,6,0.0,1
Cc1cc(C)n2nc(SC(C)C(=O)N3CCCC3)nc2n1 (stereo unspecified),8,1,2,2,5,-3,-11,3,-0.1,-3
O=Cc1ccc(-c2ccccc2C(=O)O)o1,-2,-3,-1,3,2,4,-9,-2,-0.1,7
C=CCOc1ccc(C2/C(=C(\O)c3ccc(F)cc3)C(=O)C(=O)N2CCCN(C)C)cc1 (stereo unspecified),7,2,3,-4,3,-6,0,2,0.1,4
O=C1C(=O)N(CCN2CCOCC2)C(c2cccc(Cl)c2)/C1=C(\O)c1ccc2c(c1)OCCO2 (stereo unspecified),1,-2,-8,0,1,-6,-8,-1,-0.3,-3
Cc1ccc(NC(=O)COc2ccc(C(=O)c3ccccc3)cc2)c(O)c1,0,-2,3,-2,6,-10,-11,2,-0.2,-42
NNC(=O)c1ccc(O)cc1O,-8,-4,-1,12,-2,-4,-10,-3,-0.3,-4
CCOC(=O)CC1Sc2ccccc2NC1=S (stereo unspecified),-7,0,4,1,8,1,-4,7,-0.5,5
COC(=O)CN(CCc1ccccc1)S(=O)(=O)c1ccc(OC)c(OC)c1,7,4,-1,-1,-6,-1,2,-7,-0.5,5
# Next section
SMILES,ARFGAP1 inh,PLCg1 inh,DDE Tn6 FP inh,UHRF1 MBD2 ctr,DDE Tn7 FP inh,ASAP1 GAP inh,PLCb3 inh,NR1D1 modulator,KLK7 zymogen act,sPLA2-III inh
Fc1cccc(CSc2nc3ncccc3[nH]2)c1,-1,1,4,-1,-2,-6,-3,3,0.5,-6
Cc1ccc(S(=O)(=O)c2nc(C)c3c(n2)CCC3)cc1,6,3,-1,1,-7,-11,0,6,-0.1,-1
CN1C(=O)/C(=C/c2cn(CC(=O)N3CCCCC3)c3ccccc23)NC1=S,-3,-2,-2,-2,-6,5,-11,-9,0.1,9
Fc1ccc(-c2ccnc3nc(-n4cccc4)nn23)cc1,-5,-7,-3,-1,-4,-18,-14,-5,-0.3,2
Cc1cc2nn(-c3ccc(Cl)cc3)nc2cc1N,2,-194,2,11,-10,7,-264,-5,-14,8
O=C(NC(=S)N1CCN(c2ccc(O)cc2)CC1)c1ccco1,-7,-2,-1,-2,2,3,-2,-1,0.4,2

# An unsorted share of the library, and some 4.5% of all compounds hit somewhere here.
